Screens (PubChem BioAssay)
TbREL1 primary – TbREL1 inhibition, primary screen; TbREL1 RNA ligation, FRET fluorescence; inhibition, % at 9.66 µM; AID 1117264; hit rate 0.49% among 89,000; P86926;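 active = inhibition above the mean inhibition across all screened compounds plus 3 SD, cut at about 11% in these data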;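 note: 0% = plate median of test wells and 100% = NSC42067 control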
Target sequence (P86926 whole entry, looked up): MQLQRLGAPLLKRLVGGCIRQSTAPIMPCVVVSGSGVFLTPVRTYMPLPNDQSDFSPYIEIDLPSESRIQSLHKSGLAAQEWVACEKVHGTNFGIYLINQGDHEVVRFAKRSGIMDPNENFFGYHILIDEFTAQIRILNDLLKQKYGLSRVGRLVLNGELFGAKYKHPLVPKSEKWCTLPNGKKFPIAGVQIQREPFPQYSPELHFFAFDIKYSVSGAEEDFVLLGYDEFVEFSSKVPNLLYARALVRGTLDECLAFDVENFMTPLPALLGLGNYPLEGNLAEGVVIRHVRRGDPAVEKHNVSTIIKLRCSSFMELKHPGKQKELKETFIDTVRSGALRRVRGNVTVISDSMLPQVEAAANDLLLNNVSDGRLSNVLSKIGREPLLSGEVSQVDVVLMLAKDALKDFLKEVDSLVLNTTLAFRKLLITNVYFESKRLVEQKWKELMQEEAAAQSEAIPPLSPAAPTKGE
* hit, by the source's call. This is a subset. The share of hits here may be higher or lower than overall.

compound,TbREL1 primary
CCOC(=O)C1=C(COC(=O)CNC(=O)c2cc(OC)c(OC)c(OC)c2)NC(=O)NC1C (stereo not drawn),2
Cc1ccc(C2=NN(C(=O)C3CCCO3)C(c3ccco3)C2)cc1 (stereo not drawn),-1
CC(C)c1cccc(OCC(=O)Nc2ccc(S(=O)(=O)Nc3ccccn3)cc2)c1,-2
CCCC[C@H](C(=O)N(C)c1cccc(OC)c1)[C@@H](O)c1ccc2ccccc2c1,0
CCN(c1ccccc1)S(=O)(=O)c1cccc(C(=O)NCC(c2ccco2)N2CCCC2)c1 (stereo not drawn),-4
C=CCN(c1ccccc1)S(=O)(=O)c1cccc(C(=O)N2CC(C)CC(C)C2)c1 (stereo not drawn),-2
Clc1ccc(-c2cn3c(n2)CCC3)cc1,-1
O=C(c1ccc(Cl)c(S(=O)(=O)N2CCOCC2)c1)N(Cc1nnc(-c2ccccc2Cl)o1)C1CC1,6
CN(CC(=O)Nc1cc(Cl)cc(Cl)c1)Cc1cccs1,1
CC(=O)Nc1cc(-c2ccccc2)nn1Cc1ccc(Cl)cc1,3
CCCCn1cnc2sc3c(c2c1=N)CCCC3,8
COC(=O)c1ccc(NC2CC(=O)N(c3ccccc3C)C2=O)cc1 (stereo not drawn),-5
CSc1nnc2c(n1)[nH]c1c(C)cccc12,-2
COc1cccc(OCc2cc(C(=O)N(C)C3CC(C)(C)NC(C)(C)C3)no2)c1,1
CCOC(=O)N1CCC(=NNc2ncc(C(F)(F)F)cc2Cl)CC1,5
CC1([N+](=O)[O-])COC(C=Cc2ccccc2)OC1 (stereo not drawn),2
O=C(Cn1cnc2c(nnn2Cc2ccc(F)cc2)c1=O)N1CCN(c2ccccc2)CC1,-2
Cc1cccc(NC(=O)CN2CCN(CC(=O)NCC3(N4CCCCC4)CCCCC3)CC2)c1C,-4
COC(=O)[C@]12C[C@H](CC(=O)N3CCN(C(=O)c4ccco4)CC3)C(=O)N(Cc3cccc4ccccc34)C1=C[C@H](C1CCCC1)O[C@@H]2C,-4
CCN=C1SC(C(=O)Nc2cccc(C(=O)O)c2)CC(=O)N1CC (stereo not drawn),-1
O=C1NCC(CN(c2ccccc2)c2ccccc2)O1 (stereo not drawn),0
C=CCS(=O)(=O)N1CCCC(N(C)CCc2ccc(OC)c(OC)c2)C1 (stereo not drawn),-4
COc1ccc(N2C(=O)CC(n3cnc4ccccc43)C2=O)cc1 (stereo not drawn),-1
CCC(C)NC(=O)CCS(=O)(=O)c1ccc2c(c1)n(C)c(=O)c(=O)n2C (stereo not drawn),5
CC(=O)C1=C(NC(=O)c2ccccc2F)C[C@@H]2[C@H]1C2(C)C,-1
COc1ccc(N2Cc3ccccc3C2=NC(=O)c2ccc(C)cc2)cc1OC,5
CN1C(=S)N2CCCN2C1c1ccccc1 (stereo not drawn),-3
COC(C(=O)Nc1ccc(S(=O)(=O)Nc2ccc(F)cc2)cc1)c1ccccc1 (stereo not drawn),-3
Nn1c(SCC(=O)N2CCOCC2)nnc1-c1ccccc1Cl,-1
Cc1cccc2cc(CN(Cc3ccco3)S(=O)(=O)c3ccc4c(c3)OCCO4)c(=O)[nH]c12,-1
COc1ccc(-c2cc(C(F)F)nc(-n3nc(C)cc3C)n2)cc1,-1
CCCCOc1cccc(C(=O)N(Cc2ccco2)C2CCS(=O)(=O)C2)c1 (stereo not drawn),-3
CC(C)NC(=O)Nc1ccc2c(c1)C(=O)N([C@H](C)CO)C[C@H](C)[C@@H](CN(C)S(=O)(=O)c1cccs1)O2,5
CCCN1CCN(CCCNC(=O)c2cc3c(=O)n(C)c4ccccc4c3n2C)CC1,-2
COc1cccc(-c2nc(CS(=O)(=O)CC(=O)Nc3cccc(C(C)=O)c3)c(C)o2)c1,0
COc1cc(C(=O)NC2CCCCN(Cc3ccc(Cl)cc3)C2=O)cc(OC)c1OC (stereo not drawn),8
O=C(N/N=C/c1ccco1)c1cccc(N2CCCC2=O)c1,1
CN(CC1COc2ccccc2O1)C(=S)NC1CCCCC1 (stereo not drawn),-6
COc1ccccc1CNC(=O)C1CCCN(S(=O)(=O)c2cnc[nH]2)C1 (stereo not drawn),-2
COc1ccc(C(C)(NC(C)=O)c2nc(-c3cccnc3)cs2)cc1 (stereo not drawn),0
Cc1ccccc1NC(=O)CN1C(=O)S/C(=C\c2ccc(-c3cc(C(=O)O)ccc3C)o2)C1=O,-1
CC(C)CCN(C)C1CCN(S(=O)(=O)c2ccc(F)cc2)CC1,0
CCOC(=O)N1CCC(c2cc(=O)n3[nH]c(-c4ccccc4)cc3n2)CC1,-1
COC(=O)c1ccc2c(=O)n(NC(=O)C(c3ccccc3)c3ccccc3)c(=S)[nH]c2c1,3
Cc1cc(C)n2ncnc2n1,3
O=C(O)C1CCCCC1C(=O)NCCc1cccc(Cl)c1 (stereo not drawn),5
CC(NC(=O)c1ccccc1Cl)c1ccc(-n2ccnc2)cc1 (stereo not drawn),0
CCOC(=O)c1sc(NC(=O)CSCc2c(C)noc2C)nc1C,-1
Cc1cccc(CC(=O)Nc2ccc(C(=O)N3CCOCC3)cc2)c1,3
COc1ccc(C(C)(C)C)cc1S(=O)(=O)N1CCC(C(N)=O)CC1,-4
O=C(CSc1nnc(-c2cccnc2)n1Cc1ccco1)Nc1ccc(Cl)cc1,5
O=C(NCc1ccccc1)Nc1cc(Cl)ccc1Cl,4
O=C1Nc2ccc(S(=O)(=O)NCc3ccco3)c3cccc1c23,10
O=C(N/N=C/c1ccccc1)c1c(O)c2ccccc2[nH]c1=O,-1
Cn1cc(Br)c(C(=O)Nc2sc3c(c2C#N)CCC3)n1,-2
CC(NC(=O)CNC(=O)c1ccc2c(c1)OCO2)c1ccc(S(N)(=O)=O)cc1 (stereo not drawn),0
O=C(O)CSc1cccc[n+]1[O-],3
CCC1COCCS(=O)(=O)N1Cc1ccc(F)cc1 (stereo not drawn),-3
COc1ccc(C(C)NC(=S)NCc2ccc(F)cc2)cc1OC (stereo not drawn),-9
CCOC(=O)C1CCN(C(=O)C(C)(C)NC(=O)Nc2ccc(C(F)(F)F)cc2Cl)CC1,-3

Following part
compound,TbREL1 primary
COC(=O)[C@]12C[C@H](CC(=O)NCc3cccc(C(F)(F)F)c3)C(=O)N(Cc3ccc(Cl)cc3Cl)C1=C[C@H](COCc1ccccc1)O[C@@H]2C,8
O=S(=O)(c1cccs1)N1CCN(c2ccc(F)cc2)CC1,0
C=CCC(c1ccccc1F)N(CCN1CCOCC1)C(=O)Nc1cccc(Cl)c1 (stereo not drawn),-1
CCOC(=O)c1cc(Br)c(=O)n2ccccc12,0
COc1cccc(N2CCN(C(=O)CN(C)S(=O)(=O)c3ccc4c(c3)CCC(=O)N4)CC2)c1,-5
Nc1nccnc1C(=O)OCC(=O)NNC(=O)c1ccccc1,2
O=C1OC(c2ccccc2)=C/C1=C\N1CCOCC1,-1
COC(=O)[C@]12C[C@H](CC(=O)NCc3cccc4ccccc34)C(=O)N(CCc3ccc(OC)c(OC)c3)C1=C[C@H](C1CCCC1)O[C@@H]2C,-5
COc1cc(OC)cc(C(=O)Nc2ccc(NC(=O)c3ccco3)c(Cl)c2)c1,-1
CCC(=O)NC(=S)Nc1ccccc1OC,5
O=C(Nc1ccc(F)cc1)C(=O)C1C(=O)Nc2ccccc21 (stereo not drawn),1
COc1ccc(S(=O)(=O)N2CCCCC2)cc1C(=O)Nc1cc(C)on1,7
Cc1cc(NS(=O)(=O)c2ccc(NC(=O)c3ccc(Cl)cc3Cl)cc2)no1,-1
C[C@H](O)[C@@H]1CN2CCc3c([nH]c4ccccc34)[C@@H]2C[C@@H]1N(C)C(=O)Nc1cccc2ccccc12,0
Cc1ccc(-c2csc(NCCn3c(-c4ccncc4)nc4cc(C(F)(F)F)ccc43)n2)cc1,1
CCn1c2ccccc2c2nnc(SCC(=O)NC3CCS(=O)(=O)C3)nc21 (stereo not drawn),0
Cc1ccc(Nc2nc(-c3c(C)nc4ccccn34)cs2)cc1,-4
COc1ccccc1C(=O)NCCCNc1nc2cc(C)cc(C)c2cc1C#N,0
CCOC(=O)[C@H]1[C@H]2COc3cc(OC)ccc3[C@@H]2N2C(=O)c3cc(OC)ccc3NC(=O)[C@@]12C,1
Cc1ccc(C(C)C)cc1OCC(=O)Nc1ccccc1N1CCCC1,-4
COc1ccccc1C(=O)O[C@H]1[C@H](Cc2ccccc2)NS(=O)(=O)[C@H]2C[C@@H]3C=C[C@]12O3,2
O=S(=O)(Cc1ccc(Cl)cc1)NCc1cccnc1,0
CCOc1ccccc1NC(=S)NCC1CCCO1 (stereo not drawn),-2
O=C(NCCN1CCCCC1)/C(=C/c1ccco1)NC(=O)c1ccccc1,2
COc1cccc(S(=O)(=O)Nc2ccc(C(=O)N3CCCCCC3)cc2)c1,-3
O=S(=O)(NCCc1ccc2c(c1)OCCO2)c1cccs1,0
O=C(C1CC=CCC1)N1CCC(CO)(Cc2ccc(Cl)cc2)CC1 (stereo not drawn),-4
O=C(NCc1ccc2c(c1)OCO2)C(=O)NCC1OCCN1S(=O)(=O)c1ccc(Br)cc1 (stereo not drawn),-1
N#CC1CC(c2ccc([N+](=O)[O-])cc2)=NN1c1ccc([N+](=O)[O-])cc1 (stereo not drawn),1
CCNc1c(NC(=O)C2CCC(C)CC2)c(=O)oc2ccccc12 (stereo not drawn),7
Cc1cc(/C=C2\SC(=S)NC2=O)c(C)n1C1CC1,-2
CC1CCN(CC(C)OC(=O)c2ccc3c(c2)OCCO3)CC1 (stereo not drawn),-1
Clc1ccc(Cn2ncc3c(N4CCCC4)ncnc32)cc1,-2
Cc1cc(NC(=O)Nc2cccc(F)c2)n(-c2ccccc2)n1,4
CCCN(C(=O)COC(=O)CSc1ccc([N+](=O)[O-])cc1)C1CCS(=O)(=O)C1 (stereo not drawn),1
COc1ccccc1OCC(=O)NNC(=O)c1ccc(F)c(S(=O)(=O)N2CCOCC2)c1,-1
COC(=O)c1ccccc1NC(=O)C1CCN(C(=O)Cc2ccccc2)CC1,0
Cc1ccsc1C(=O)Nc1ccccc1N1CCOCC1,-1
O=S(=O)(NCCCN1CCOCC1)c1ccc(Cl)s1,0
CCOC(=O)c1ccc(NC(=O)Nc2c(C)n(C)n(-c3ccccc3)c2=O)cc1,4
Nc1nc(Br)c2ccccc2c1-c1ccc(F)cc1,-1
CCCCNC(=O)C[C@H]1C[C@@]2(C(=O)OC)C(=C[C@H](COCc3ccccc3)O[C@@H]2C)N(Cc2ccccc2)C1=O,8
CCOCCCNC(=O)C1CCCN1C(=O)NC1CCCCC1 (stereo not drawn),-1
CCN(CC(=O)Nc1c(F)cccc1F)C(=O)C1COc2ccccc2O1 (stereo not drawn),1
Cc1ccccc1NC(=O)c1cn2c(nc3ccccc32)c(C#N)c1C,1
Cn1c(CNC(=O)c2ccccc2F)nnc1SCC(=O)Nc1nnc(C2CC2)s1,0
CNC(=S)SCCOc1ccccc1,2
CC1CCN(C(=O)/C(=C\c2ccccc2)NC(=O)c2ccccc2)CC1,-1
CCOC(=O)c1sc(C)c(C(=O)NCC(C)(C)CN(C)C)c1N,5
O=C(O)c1c2c(nc3ccc(S(=O)(=O)N4CCC(C(=O)NC5CCCCCC5)CC4)cc13)CCCC2,5
COc1cc(C(CCN2CCN(c3ccccc3)CC2)c2c(OC)cc(OC)c3c(C)cc(=O)oc23)cc(OC)c1OC (stereo not drawn),5
Oc1ccc(C[C@@H](CN2CCC[C@@H]2CN2C(=S)NC[C@@H]2Cc2ccccc2)N2C[C@H](Cc3ccccc3)N(CCc3ccccc3)C2=S)cc1,-7
Cc1ccc(NC(=O)CN(C)C(=O)COC(=O)/C=C/c2cccs2)cc1,-2
CC1CC(C)(C)NC(=S)N1CC(=O)N(C)Cc1ccccc1 (stereo not drawn),-1
CC(C)COc1ccc(-c2nnc(-c3ccco3)o2)cc1,2
COc1ccc(NC(=O)c2nnn(Cc3cccc(F)c3)c2N)c(OC)c1,-1
COc1ccc(C2C(C(=O)c3sc(C)nc3C)=C(O)C(=O)N2CCN(C)C)cc1OC (stereo not drawn),1
